Screens as filed in PubChem.
ALOX12 inh: inhibitors of human 12S-lipoxygenase ALOX12; P18054; purified 12hLO, xylenol orange hydroperoxide absorbance; Potency, µM (top dose mostly 108 µM), inactives show at the highest dose activity change, negative = inhibition, actives largely listed as inhibitors; 580,000 tested, 1.1% active; AID 1671190; further: on the % scale 0 is the no-effect control and ±100 the full control effect
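Purified human 12hLO at 150 nM in 25 mM Hepes, 0.01% Triton X-100, pH 7.0, preincubated 15 min at room temperature with compound. Reaction started with 40 uM arachidonic acid, 30 min at room temperature. Hydroperoxide measured by Fe-xylenol orange, 573/405 nm absorbance ratio.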
Vif-A3F inh: blocks the Vif interaction with APOBEC3F. HeLa A3F-eYFP + Vif (tagged APOBEC3F with the HIV-1 protein that degrades it), YFP fluorescence increase. Potency, µM (titrated, usually from 46.1 µM), for inactives: at the highest dose activity, negative = active. 390,000 tested, 0.2% active. AID 602313; further: % of control where 0% means no effect; nearly all actives have a fitted effect of over 65% in size
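HeLa cells stably expressing Vif plus C-terminally eYFP-tagged A3F were seeded, incubated overnight at 37 deg C, dosed with compound, incubated overnight again at 37 deg C. Yellow fluorescence (Ex 488/Em 500-530) reported blocked Vif-mediated A3F-eYFP degradation.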
RXFP1 ag: agonists of human relaxin receptor RXFP1 | 370,000 tested, 0.3% active | Potency, µM (top dose mostly 57.5 µM), for the others: at the highest dose activation, most hits filed as activators | HEK293T-RXFP1 cAMP TR-FRET, 30 min; response scale: percent of porcine relaxin response, buffer zero | Q9HBX9; further: on the % scale 0 is the no-effect control and ±100 the full control effect; nearly all actives have a fitted effect of over 60% in size; many of its hits are not listed in these tables
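HEK293 cells stably expressing RXFP1, treated 30 min at 37C with compounds plus PDE4 inhibitor Ro 20174; cAMP measured by HTRF TR-FRET. Normalized to buffer and 29 nM porcine relaxin; EC50 by Hill fit.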
USP1-UAF1 inh: USP1/UAF1 (human) deubiquitinase inhibition. O94782. recombinant USP1/UAF1, Ub-Rhodamine cleavage fluorescence. Potency, µM (top dose mostly 57.1 µM), for inactives: top-dose activity change, negative = inhibition, most hits filed as inhibitors. 390,000 tested, 0.23% active. AID 743255; further: on the % scale 0 is the no-effect control and ±100 the full control effect; nearly all actives have a fitted effect of over 60% in size; inactives centre near -12
Target sequence (O94782 whole entry, looked up): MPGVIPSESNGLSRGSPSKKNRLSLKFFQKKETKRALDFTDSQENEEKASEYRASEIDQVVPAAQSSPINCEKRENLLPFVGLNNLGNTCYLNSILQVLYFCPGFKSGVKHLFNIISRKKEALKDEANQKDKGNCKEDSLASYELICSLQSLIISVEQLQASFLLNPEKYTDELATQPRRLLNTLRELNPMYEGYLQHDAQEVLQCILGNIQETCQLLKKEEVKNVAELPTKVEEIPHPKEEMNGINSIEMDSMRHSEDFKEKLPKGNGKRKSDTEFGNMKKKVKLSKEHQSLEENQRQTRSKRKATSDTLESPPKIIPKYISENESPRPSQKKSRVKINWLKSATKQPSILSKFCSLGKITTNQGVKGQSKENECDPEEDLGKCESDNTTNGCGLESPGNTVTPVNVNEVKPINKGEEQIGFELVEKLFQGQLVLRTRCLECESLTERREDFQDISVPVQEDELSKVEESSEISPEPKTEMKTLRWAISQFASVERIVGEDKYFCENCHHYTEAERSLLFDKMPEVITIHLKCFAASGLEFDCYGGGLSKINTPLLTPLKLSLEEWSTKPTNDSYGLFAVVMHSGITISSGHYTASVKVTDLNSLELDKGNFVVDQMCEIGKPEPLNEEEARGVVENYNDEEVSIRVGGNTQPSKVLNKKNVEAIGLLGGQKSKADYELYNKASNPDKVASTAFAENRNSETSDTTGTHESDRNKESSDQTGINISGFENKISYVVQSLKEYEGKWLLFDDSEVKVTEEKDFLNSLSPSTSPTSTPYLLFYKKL
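1 nM enzyme complex + cpd, 15 min RT; start with Ub-Rho 150nM final; kinetic fluorescence ex 480/em 540, 6 reads q60 s. Buffer 50mM HEPES pH 7.8, 0.5mM EDTA, 0.1 mg/ml BSA, 1mM TCEP, 0.01% Tween-20.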
Vif-APOBEC3G blk: inhibitors of Vif-APOBEC3G interaction; Q9HC16; HeLa A3G-eYFP + Vif (tagged APOBEC3G with the HIV-1 protein that degrades it), YFP fluorescence, overnight; Potency, µM (series often up to 46.1 µM), without a hit: at the top dose activity, negative = active, hits mostly inhibitors; 410,000 tested, 0.076% active;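 further: on the % scale 0 is the no-effect control and ±100 the full control effect; nearly all actives have a fitted effect of over 60% in size; hits raise eYFP signal because A3G escapes Vif-driven loss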
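HeLa cells stably expressing Vif and C-terminally eYFP-tagged A3G, seeded overnight at 37 deg C, then exposed to compound by pintool overnight at 37 deg C. Rise in yellow fluorescence (Ex 488/Em 500-530, Acumen) marks blocked Vif-driven A3G degradation.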
TrxR1 substrate: rat thioredoxin reductase 1 substrate activity; O89049; purified TrxR1 substrate turnover, NADPH consumption readout; Potency, µM (top dose mostly 114 µM), for the others: top-dose activity change, negative = substrate turnover; 390,000 tested, 0.01% active; further: on the % scale 0 is the no-effect control and ±100 the full control effect; nearly all actives have a fitted effect of over 50% in size
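Rat TrxR1, dispensed at 90 nM, was prereduced with 400 uM NADPH (final) for 5 min at ~22 deg C, then incubated with compound 15 min before 400 uM selenite. A first-read NADPH fluorescence drop versus no-compound background flagged substrates.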
TrxR1 inh: blocks rat thioredoxin reductase 1; recombinant rTrxR1, NADPH fluorescence consumption, selenite substrate; Potency, µM (titrated, usually from 114 µM), inactives show at the highest dose activity change, negative = inhibition, usual class: inhibitors; 390,000 tested, 1% active; further: on the % scale 0 is the no-effect control and ±100 the full control effect; nearly all actives have a fitted effect of over 65% in size
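Rat TrxR1 (90 nM in the dispensed reagent) was pre-reduced with 400 uM NADPH for 5 min at room temperature, then incubated with compound for 15 min. After 400 uM selenite was added, NADPH fluorescence (Ex 340/Em 450 nm) was followed for 8 min.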
RGS4 inhibitor: inhibitors of human regulator of G protein signaling 4. Transcreener GDP fluorescence polarization, RGS4-accelerated GTP hydrolysis. Potency, µM (series often up to 114 µM), for the others: top-dose activity change, negative = inhibition, most hits filed as inhibitors. 390,000 tested, 0.039% active. AID 504845; further: on the % scale 0 is the no-effect control and ±100 the full control effect; nearly all actives have a fitted effect of over 75% in size; some results filed as inactive show a strong effect at the top dose
Target sequence (P49798 whole entry, looked up): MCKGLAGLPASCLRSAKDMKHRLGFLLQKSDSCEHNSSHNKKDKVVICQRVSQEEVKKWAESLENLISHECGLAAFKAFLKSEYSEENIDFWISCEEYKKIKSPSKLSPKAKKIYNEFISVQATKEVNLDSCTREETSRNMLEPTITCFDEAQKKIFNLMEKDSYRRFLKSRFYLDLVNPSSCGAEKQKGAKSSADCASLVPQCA
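MLSMR compounds (23 nl, pin-transferred) preincubated 10 min at room temperature with a 500nM (2x) first reagent, then RGS4 at 900nM (2x) plus Transcreener GDP mix added; fluorescence polarization (620/688 nm) read before and after 90 min at 30 °C.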
IDH1 R132H inh: blocks human mutant IDH1 R132H enzyme | IDH1-R132H enzyme, NADPH consumption, diaphorase/resazurin fluorescence | Potency, µM (series often up to 76.6 µM), without a hit: at the top dose activity change, negative = inhibition, usual class: inhibitors | 390,000 tested, 0.093% active; further: on the % scale 0 is the no-effect control and ±100 the full control effect; nearly all actives have a fitted effect of over 65% in size
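IDH1-R132H (0.5 ug/mL dispensed) in pH 7.5 Tris buffer was preincubated 30 min with compound, then given a substrate mix of 0.016 mM NADPH and 2 mM alpha-KG for 80 min at room temperature; remaining NADPH was read by diaphorase/resazurin fluorescence.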
Numbers without * were called inactive; ? = inconclusive; . = not tested or not shown; [ ] = another dose, or the depositor's remark. The call rests on the fitted dose curve; in most records, active means well fitted curve in the direction sought with a large enough effect; inconclusive means small, poorly fitted or top-dose-only effect, or another doubt; inactive means no such curve, though single readings can be large; an effect the other way counts as inactive or inconclusive. Potency means the concentration at half of the fitted maximal effect.

SMILES	ALOX12 inh	Vif-A3F inh	RXFP1 ag	USP1-UAF1 inh	Vif-APOBEC3G blk	TrxR1 substrate	TrxR1 inh	RGS4 inhibitor	IDH1 R132H inh
CCOc1ccc(N=Cc2ccccc2O)cc1	-2%	1%	.	-15%	-3%	-1%	-1%	8%	4%
O=C(O)CC1(CC(=O)NCc2cccc(Cl)c2)CCCCC1	.	-4%	-3.0%	-15%	-1%	-6%	7%	2%	2%
Cc1cccc(NC(=S)N(CCc2nc3cc(C)c(C)cc3[nH]2)Cc2cccnc2)c1	15%	-4%	1.6%	-18%	0%	10%	20%	-2%	2%
CCS(=O)(=O)c1c(Nc2cc(C)ccc2C)sc(C(=O)c2ccccc2)c1N	-6%	0%	-3.0%	-17%	-4%	-9%	1%	0%	-7%
C/C(O)=c1/c(=O)nc2cccc3c2=c1c1ccccc1c3=O	?	-2%	-1.1%	-7%	0%	-3%[57.1 µM]	9%[57.1 µM]	-10%	4%
COCCNC(=O)CSc1nc(N)c(NC(=O)c2ccccc2F)c(=O)[nH]1	-24%	?	0.1%	5%	0%	-1%	-13%	-9%	-2%
CCOC(=O)C1CCCN(S(=O)(=O)c2ccc3[nH]c(=O)oc3c2)C1 (configuration not stated)	-23%	8%	0.1%	7%	5%	3%	20%	-4%	14%
O=C(CCn1c(=S)oc2ccccc21)NC1CCCCCCC1	-2%	-1%	-0.2%	-7%	-5%	2%	12%	22%	-10%
O=C(CN(Cc1ccc(Br)cc1)S(=O)(=O)c1ccccc1)NCc1ccccn1	-19%	1%	-0.5%	-4%	-4%	-13%	-10%	-1%	17%
NNC(=O)c1ccc(Cn2cccn2)o1	0%	-10%	-0.8%	-7%	-7%	-16%[57.1 µM]	13%[57.1 µM]	-1%	7%
COC1CCCN(C(=O)c2ccc3nc(Cc4cccc(Cl)c4)oc3c2)C1 (configuration not stated)	1%	-5%	-2.6%	-17%	-4%	1%	12%	-15%	4%
O=C(N/N=C\c1ccc(-c2ccccc2[N+](=O)[O-])o1)C1COc2cc3ccccc3cc2O1 (configuration not stated)	0%	5%	2.3%	-11%	-1%	-2%[57.1 µM]	-8%[57.1 µM]	-45%	0%
O=C(C1=C(Nc2ccccc2)c2ccccc2S(=O)(=O)N1)c1ccccc1	2%	-20%	-1.4%	-20%	-6%	-7%	-5%	-14%	3%
Cc1ccc(C2=NC3(CCCC3)NC2=S)cc1	-1%	-2%	-0.4%	-17%	-5%	1%	-7%	-10%	-6%
CCSc1nnc(CNc2ccc(C)cc2)n1C	-10%	-3%	-0.2%	-23%	-1%	4%	-2%	-2%	2%
CCC1(C)Cc2c(sc3[nH]c(=O)[nH]c(=O)c23)CS1 (configuration not stated)	?	5%	2.7%	-20%	3%	94%[activator][57.1 µM]	?	-43%	5%
CCCCN1C=CC(=C2N=c3cccc([N+](=O)[O-])c3=N2)C=C1	-17%	0%	0.5%	-8%	0%	-22%	?	-8%	8%
CC1CC(C)CN(CCCNC(=O)Cn2ncc3c(=O)oc4ccccc4c32)C1 (configuration not stated)	41%[activator]	3%	0.2%	-13%	6%	-3%[57.1 µM]	14%	-9%	7%
CCOc1cc(/C=N/NC(=O)CNc2cccc(C)c2)ccc1OC(=O)c1ccccc1	68%[activator]	2%	1.9%	-9%	1%	-10%	1%	-2%	1%
COc1ccccc1N1CCN(C2CC(=O)N(c3ccc(Cl)cc3)C2=O)CC1 (configuration not stated)	46%[activator]	-1%	-3.8%	-20%	0%	9%[57.1 µM]	15%[57.1 µM]	1%	-1%
COc1ccc([N+](=O)[O-])cc1NC(=O)c1cccs1	?	3%	3.6%	-5%	1%	-9%[57.1 µM]	-13%[57.1 µM]	19%	-5%
O=C(c1c[nH]c2ccc(S(=O)(=O)N3CCOCC3)cc2c1=O)N1CCCC1	0%	-1%	1.8%	-9%	3%	36%[activator]	21%	9%	3%
Cc1cccc(NC(=O)C2c3ccccc3C(=O)N3CCc4ccccc4C23)n1 (configuration not stated)	?	-17%	0.3%	-12%	-8%	2%	15%	-1%	7%
COc1c(O)cccc1-c1nnn(CCC(=O)OCC(=O)c2ccccc2)n1	-3%	0%	0.6%	-18%	0%	2%[57.1 µM]	-3%[57.1 µM]	10%	7%
O=C(CN1CCCC1)Nc1ccc(NC(=O)Nc2ccccc2)cc1	462%[activator]	-11%	1.1%	-20%	0%	2%	13%	-28%	-5%
(continued)
SMILES	ALOX12 inh	Vif-A3F inh	RXFP1 ag	USP1-UAF1 inh	Vif-APOBEC3G blk	TrxR1 substrate	TrxR1 inh	RGS4 inhibitor	IDH1 R132H inh
COc1ccc(-c2ccc(SCC(=O)NC3CCCC3)nn2)cc1OC	24%	3%	2.8%	-19%	-6%	5%	9%	-17%	5%
CCc1nnc(NC(=O)CSc2nc(C)nc3c2c(=O)n(C)c(=O)n3C)s1	2%	3%	?	-15%	1%	4%	22%	-35%	-1%
CC(C)(C)NC(=O)CSc1ncccc1-c1nc2ccccc2[nH]1	?	-5%	5.2%	-21%	-2%	12%	20%	-15%	0%
C=CCOC(=O)c1[nH]c2c(c1C)C(=O)CC(c1ccco1)C2 (configuration not stated)	.	-18%	2.9%	-2%	?	-1%[57.1 µM]	-5%[57.1 µM]	?	-2%
Cc1ccc(Cn2c(SCC(=O)N(C)C3CCS(=O)(=O)C3)nc3ccccc3c2=O)cc1 (configuration not stated)	-1%	8%	3.0%	-9%	-2%	-3%	0%	10%	1%
CS(=O)(=O)N(CC(=O)Nc1ccccc1F)C1CCCCC1	24%	-2%	-1.4%	-22%	8%	-2%[11.4 µM]	15%	15%	5%
CCNC(=O)C(CCSC)NS(=O)(=O)c1ccc(C)cc1 (configuration not stated)	0%	-17%	0.7%	-4%	11%	0%[57.1 µM]	17%[57.1 µM]	-18%[56.9 µM]	11%
NC(=O)C1CCN(c2nc(-c3ccccc3)nc3ccccc23)CC1	2%	-4%	-0.2%	-14%	-1%	0%	-7%	-13%	5%
CN(C)/C=N/c1nc2ccc3c(c2s1)CCCC3	7%	-8%	1.2%	-13%	3%	6%	5%	11%	7%
N=c1c(C(=O)NCc2ccco2)cc2c(=O)n3ccccc3nc2n1CC1CCCO1 (configuration not stated)	0%	-3%	.	-24%	1%	112%[activator]	-24%	6%	-1%
COc1ccc(NC(=O)CSc2n[nH]c(=O)n2C2CC2)cc1OC	-22%	5%	3.6%	-4%	3%	6%	22%	2%	-6%
CCc1ccc(C2=NN(CCC(=O)NCCc3ccccc3)C(=O)CC2)cc1	?	-13%	3.4%	-7%	-3%	1%[57.1 µM]	12%[57.1 µM]	-8%	13%
CCCC(=O)Nc1ccc(NC(=O)c2cccc(OC)c2)cn1	1%	-3%	1.1%	-2%	2%	4%[57.1 µM]	-6%	8%	6%
O=C(COC(=O)c1c[nH]c(=O)[nH]c1=O)Nc1cccc([N+](=O)[O-])c1	?	2%	-0.9%	-9%	2%	-1%	5%	36%	9%
COc1ccc(C(=O)OCCCN(C)C)cc1OC	6%	-7%	3.5%	-7%	3%	2%	7%	29%	3%
CNC(=O)c1cc(S(=O)(=O)N(C)C)ccc1Cl	-7%	-8%	-0.9%	-2%	-1%	8%	25%	-18%	0%
NNC(=S)Nc1c(F)cc(F)cc1Br	?	11µM*	-2.8%	-6%	0%	6%[57.1 µM]	11%[57.1 µM]	-50%	1%
O=C(O)CCCC(=O)Nc1ccc(C(=O)N2CCCCC2)cc1	20%	-3%	1.6%	-5%	-1%	10%	17%	16%	8%
COCCNC(=O)CS(=O)Cc1nc(-c2ccccc2C)oc1C (configuration not stated)	16%	-10%	1.7%	-11%	-3%	7%	16µM*	-21%	1%
COc1cc(C2C(C(=O)N3CCOCC3)=C(C)NC3=C2C(=O)CCC3)ccc1OC(C)=O (configuration not stated)	-1%	-4%	0.4%	-17%	-1%	57%[activator]	6%	-12%	1%
Cc1cc(C)cc(N2CC(c3nc(-c4ccccc4C)no3)CC2=O)c1 (configuration not stated)	-16%	-2%	-1.1%	-6%	-2%	-6%[57.1 µM]	6%[57.1 µM]	5%	-1%
Cc1ccc(OC(C)C)c(CN(CCO)CCO)c1	0%	-1%	-0.5%	-3%	0%	7%[57.1 µM]	-4%	16%	1%
O=C(NCCc1cccc(F)c1)/C(=C/c1cccnc1)NC(=O)c1ccccc1	-9%	2%	1.0%	3%	0%	-5%	1%	12%	2%
COC(=O)c1c(NC(=O)c2ccco2)sc(C)c1C	7%[57.4 µM]	4%	5.0%	-21%	5%	28%	-12%	-30%	2%

Profiles as entered above. Order of values: ALOX12 inh | Vif-A3F inh | RXFP1 ag | USP1-UAF1 inh | Vif-APOBEC3G blk | TrxR1 substrate | TrxR1 inh | RGS4 inhibitor | IDH1 R132H inh
COc1cc(C2C(C(=O)N3CCOCC3)=C(C)NC3=C2C(=O)CCC3)ccc1OC(C)=O (configuration not stated) across the screens: -1% | -4% | 0.4% | -17% | -1% | 57%[activator] | 6% | -12% | 1%
N=c1c(C(=O)NCc2ccco2)cc2c(=O)n3ccccc3nc2n1CC1CCCO1 (configuration not stated) across the screens: 0% | -3% | . | -24% | 1% | 112%[activator] | -24% | 6% | -1%
CCNC(=O)C(CCSC)NS(=O)(=O)c1ccc(C)cc1 (configuration not stated) across the screens: 0% | -17% | 0.7% | -4% | 11% | 0%[57.1 µM] | 17%[57.1 µM] | -18%[56.9 µM] | 11%

Only part of the results is shown, so the mix of outcomes need not match the whole.
